Screening results (PubChem BioAssay)
OXTR potentiator: potentiators of human oxytocin receptor | P30559 | 320,000 tested, 0.061% active | CHO-OTR cells, Fluo-8 calcium fluorescence, potentiator mode; 0% = oxytocin EC15, 100% = EC100 | activation, % at 3 µM;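 active means activation above that plate's cutoff, the mean activation of tested compounds plus 3 SD, cut at about 6.6% in these data, passing the limit was not always enough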;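 further: 100% uses oxytocin at 75 nM as the full agonist control; some results filed as inactive read as strong as hits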
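Assay system: CHO cell line stably expressing human OTR | Also added: Oxytocin at about EC15, sub-maximal agonist stimulus | Times: Compound 6 min at room temperature before oxytocin, 100 s read | Measured by: Fluo-8 intracellular calcium fluorescence, ex 470-495, em 515-575 nm | Controls: EC15 oxytocin alone as 0%, 75 nM oxytocin as 100%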
V1R ag counter: counter-screen for oxytocin receptor agonists: human V1a receptor agonists; AID 2797; CHO-V1R cells, Fluo-8 calcium fluorescence, agonist mode; 0% DMSO, 100% 3 nM vasopressin; P37288; activation, % at 3 µM; 320,000 tested, 0.25% active;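 active means activation above the mean activation of all tested compounds plus 3 SD, per screening run, cut at about 20% in these data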;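 further: signal is peak over basal fluorescence ratio across a 100 second FLIPR read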
M1 ag parental: nonselective activator or artifact in parental CHO-K1 cells. activation, % at 3 µM. Fluo-8 calcium fluorescence; scaled to maximal ATP response, vehicle zero. 360,000 tested, 0.48% active. AID 602248; in the data active means activation above about 15%;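 further: untransfected CHO-K1 host cells lacking M1 receptor as counterscreen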
CHO parental Ca: counter-screen for OX1R antagonists: effect in parental CHO cells; parental CHO-K1, ATP-induced calcium, Fluo-8 fluorescence; inhibition, % at 5.6 µM; 330,000 tested, 0.63% active; AID 463079;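 active means inhibition above that plate's mean sample inhibition plus 3 SD, cut at about 26% in these data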;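 further: 0% = ATP-challenged DMSO wells and 100% = DMSO wells without ATP; some compounds past the cut are filed as inactive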
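material = parental CHO cells | also added = ATP as calcium-mobilizing challenge | dosing = single point at 5.6 µM | detection = intracellular calcium via Fluo-8 no-wash fluorescent dye | read-out = % inhibition | benchmarks = low control ATP plus DMSO, high control DMSO only | repeats = one well per compound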
CHRM1 agonist: human M1 muscarinic receptor agonism. P11229. CHO-K1 hM1, Fluo-8 calcium fluorescence, agonist mode; 0% DMSO, 100% acetylcholine EC100. activation, % at 3 µM. 360,000 tested, 0.33% active. AID 588814;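 active means activation above the run's mean compound activation plus 3 SD, cut at about 16% in these data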;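 further: peak over basal fluorescence ratio within a 140 s kinetic read after compound addition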
Target sequence (P11229 whole entry, looked up): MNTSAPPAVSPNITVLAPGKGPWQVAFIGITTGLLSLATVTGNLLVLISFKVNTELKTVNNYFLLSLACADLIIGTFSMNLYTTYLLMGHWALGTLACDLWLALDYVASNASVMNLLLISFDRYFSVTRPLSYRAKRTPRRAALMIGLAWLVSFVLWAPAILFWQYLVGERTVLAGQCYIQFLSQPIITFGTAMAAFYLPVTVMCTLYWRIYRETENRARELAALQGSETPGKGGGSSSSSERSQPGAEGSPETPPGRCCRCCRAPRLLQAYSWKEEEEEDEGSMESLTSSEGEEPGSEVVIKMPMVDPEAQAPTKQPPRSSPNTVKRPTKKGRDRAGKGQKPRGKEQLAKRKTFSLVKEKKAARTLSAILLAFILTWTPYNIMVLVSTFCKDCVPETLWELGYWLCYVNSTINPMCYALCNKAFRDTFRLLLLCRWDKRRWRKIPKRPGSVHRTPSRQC
CHO-K1 Ca antag: M1 antagonist counterscreen hit in parental CHO-K1 cells. inhibition, % at 3 µM. 360,000 tested, 0.6% active. AID 602250. ATP-induced calcium, Fluo-8 fluorescence;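 active means inhibition above a per-plate cutoff, the plate's mean sample inhibition plus 3 SD, cut at about 24% in these data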;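 further: 0% = DMSO plus EC80 ATP and 100% = DMSO alone without ATP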
TAAR1 antag: human TAAR1 antagonism; CHO RD-HGA16 TAAR1, Fluo-8 calcium fluorescence, antagonist; 360,000 tested, 1.5% active; Q96RJ0; inhibition, % at 3 µM;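 active means inhibition above a per-plate cutoff, the mean inhibition of test compounds on that plate plus 3 SD, cut at about 49% in these data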;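 further: 0% = DMSO plus EC80 beta-PEA response and 100% = DMSO alone without agonist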
Target sequence (Q96RJ0 whole entry, looked up): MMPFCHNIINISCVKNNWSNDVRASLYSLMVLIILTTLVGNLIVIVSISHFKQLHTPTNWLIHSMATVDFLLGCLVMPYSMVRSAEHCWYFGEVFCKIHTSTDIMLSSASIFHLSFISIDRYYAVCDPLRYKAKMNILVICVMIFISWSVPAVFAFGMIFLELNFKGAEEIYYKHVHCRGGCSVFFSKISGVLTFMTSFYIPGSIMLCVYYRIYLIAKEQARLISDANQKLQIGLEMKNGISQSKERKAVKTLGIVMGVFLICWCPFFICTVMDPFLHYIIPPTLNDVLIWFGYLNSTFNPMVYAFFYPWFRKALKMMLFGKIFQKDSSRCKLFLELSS
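Material: RD-HGA16 CHO cells with stable hTAAR1 and Gα16; Dosing: single nominal final test compound concentration of 3 µM; Schedule: seeding 17-24 h prior, 75-min 37 °C, 30-min RT dye loading; Detection: kinetic Fluo-8 calcium fluorescence measurement; Measure: % inhibition from peak post-agonist over basal fluorescence ratio; Benchmarks: vehicle and agonist controls.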
TAAR1 agonist: human TAAR1 agonism; Q96RJ0; CHO RD-HGA16 TAAR1, Fluo-8 calcium fluorescence; vehicle wells 0%, saturating PEA agonist 100%; activation, % at 3 µM; 360,000 tested, 0.99% active; AID 624467;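 active means activation above the mean activation of all test compounds in the run plus 3 SD, cut at about 38% in these data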
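System: CHO-derived RD-HGA16 cells with stable Gα16 and human TAAR1. Times: 17-24 h plating, Fluo-8 75 min 37 °C, 30 min RT. Measured by: calcium-sensitive Fluo-8 signal, excitation 470-495, emission 515-575 nm. Read-out basis: % activation relative to PEA EC100 response. Control set: DMSO and PEA EC100. Repeats: no replicates (n 1).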
CHO-K1 Ca PAM: nonselective activator or artifact in parental CHO-K1 calcium assay | 360,000 tested, 0.02% active | ATP EC20, Fluo-8 calcium fluorescence; 0% at ATP EC20, 100% at ATP max | activation, % at 3 µM;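 active means activation above the run cutoff, the mean activation of all test compounds plus 3 SD, cut at about 40% in these data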;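 further: peak over basal fluorescence ratio in a 140 s read after ATP addition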
Starred values were filed as active, the others as inactive.

For CCNC(=O)C1CCCN(C(=O)c2ccc(OC)cc2)CC1 (stereo unspecified) the results were M1 ag parental 1.0, CHRM1 agonist -5, CHO-K1 Ca antag -6, TAAR1 antag -11, TAAR1 agonist 2 and CHO-K1 Ca PAM 14.
`Cc1ccc(OCCC(=O)OCC(=O)Nc2c(C)nn(-c3ccccc3)c2C)cc1` gave OXTR potentiator -2, V1R ag counter 0.6, M1 ag parental 3.6, CHO parental Ca -4, CHRM1 agonist -3, CHO-K1 Ca antag -12, TAAR1 antag 13, TAAR1 agonist 5 and CHO-K1 Ca PAM 3.
COc1cccc(C2C(C(=O)OC(C)C)=C(C)N=c3s/c(=C\c4ccc(C(=O)O)cc4)c(=O)n32)c1 (stereo unspecified) was read as OXTR potentiator -7, V1R ag counter 7.5, M1 ag parental 1.0, CHO parental Ca -4, CHRM1 agonist -2, CHO-K1 Ca antag -12, TAAR1 antag 60*, TAAR1 agonist 36 and CHO-K1 Ca PAM 13.
COC(=O)C(Cc1c[nH]c2ccccc12)NC(=O)CNC(C)=O (stereo unspecified) was read as OXTR potentiator -2, V1R ag counter 3.3, M1 ag parental 0.1, CHO parental Ca -3, CHRM1 agonist -2, CHO-K1 Ca antag -6, TAAR1 antag 10, TAAR1 agonist 2 and CHO-K1 Ca PAM 11.
Screening O=C(Nc1cc(-c2ccccc2)sc1C(=O)O)c1cccc(F)c1 returned M1 ag parental 6.1, CHRM1 agonist -5, CHO-K1 Ca antag 9, TAAR1 antag 7, TAAR1 agonist 0 and CHO-K1 Ca PAM -6.
`O=C(Oc1ccc(N2C(=O)CCC2=O)cc1)c1ccccc1` gave OXTR potentiator -3, V1R ag counter 1.4, M1 ag parental 0.2, CHO parental Ca -10, CHRM1 agonist -2, CHO-K1 Ca antag -12, TAAR1 antag 0, TAAR1 agonist 10 and CHO-K1 Ca PAM 12.
COc1cc(S(=O)(=O)Nc2cccnc2)ccc1Cl was read as OXTR potentiator -5, V1R ag counter -0.1, M1 ag parental 1.1, CHO parental Ca -16, CHRM1 agonist -3, CHO-K1 Ca antag 8, TAAR1 antag 4, TAAR1 agonist 0 and CHO-K1 Ca PAM 1.
O=C1CN(C(=O)CNC(=O)c2cccc(Cl)c2)c2ccccc2N1 was read as OXTR potentiator -8, V1R ag counter 0.1, M1 ag parental 1.6, CHO parental Ca 4, CHRM1 agonist -3, CHO-K1 Ca antag -23, TAAR1 antag -4, TAAR1 agonist 9 and CHO-K1 Ca PAM 22.
For Cc1ccc(NC(=O)c2ccn(C)n2)c(Br)c1 the results were OXTR potentiator -3, V1R ag counter -0.2, M1 ag parental -0.6, CHO parental Ca -9, CHRM1 agonist -3, CHO-K1 Ca antag -6, TAAR1 antag 14, TAAR1 agonist 1 and CHO-K1 Ca PAM 5.
Screening Cc1c(NC(=O)c2ccc(S(=O)(=O)Nc3ccccc3F)cc2)c(=O)n(-c2ccccc2)n1C returned OXTR potentiator -5, V1R ag counter 0.2, M1 ag parental 0.1, CHO parental Ca 4, CHRM1 agonist -6, CHO-K1 Ca antag -3, TAAR1 antag -2, TAAR1 agonist 3 and CHO-K1 Ca PAM -11.
`C/C(CC(=O)Nc1ccc2c(c1)OCCO2)=N\NC(=O)COc1ccc(C)cc1` gave OXTR potentiator -4, V1R ag counter 0.1, M1 ag parental 0.5, CHO parental Ca -29, CHRM1 agonist -4, CHO-K1 Ca antag -9, TAAR1 antag 15, TAAR1 agonist -4 and CHO-K1 Ca PAM 9.
Screening CCCCOC(=O)CCNc1n[nH]c(=O)[nH]c1=O returned OXTR potentiator -11, V1R ag counter -0.6, M1 ag parental 0.6, CHO parental Ca 0, CHRM1 agonist -2, CHO-K1 Ca antag -6, TAAR1 antag 0, TAAR1 agonist 14 and CHO-K1 Ca PAM 20.
COc1cc(OC)cc(C(=O)NCCN2C(=O)S/C(=C\c3cccs3)C2=O)c1 was read as OXTR potentiator -25, V1R ag counter 7.9, M1 ag parental 12, CHO parental Ca 7, CHRM1 agonist -7, CHO-K1 Ca antag 15, TAAR1 antag 35, TAAR1 agonist 15 and CHO-K1 Ca PAM -3.
`CC1=C(C(=O)N(C)C)CC(CC(=O)NCCCCc2ccccc2)C(=O)N1Cc1ccccc1` (stereo unspecified) gave M1 ag parental 0.3, CHRM1 agonist 35*, CHO-K1 Ca antag -4, TAAR1 antag -14, TAAR1 agonist 1 and CHO-K1 Ca PAM 13.
For Cc1cc2cc(CNC(=O)c3ccc(S(=O)(=O)N(C)C)cc3)ccc2n1C the results were OXTR potentiator -4, V1R ag counter 1.0, M1 ag parental 1.2, CHO parental Ca -7, CHRM1 agonist -12, CHO-K1 Ca antag 22, TAAR1 antag 0, TAAR1 agonist 2 and CHO-K1 Ca PAM -12.
`O=C(N/N=C/c1ccc([N+](=O)[O-])cc1)c1cccc(N2CCCC2=O)c1` gave OXTR potentiator -2, V1R ag counter 0.5, M1 ag parental 3.7, CHO parental Ca -12, CHRM1 agonist -3, CHO-K1 Ca antag 7, TAAR1 antag 0, TAAR1 agonist 1 and CHO-K1 Ca PAM 2.
CC1CCCN(C(=O)CSc2nnc3ccccn23)C1 (stereo unspecified) was read as OXTR potentiator -11, V1R ag counter 0.5, M1 ag parental 0.3, CHO parental Ca -10, CHRM1 agonist -2, CHO-K1 Ca antag -17, TAAR1 antag -18, TAAR1 agonist 3 and CHO-K1 Ca PAM 20.
`Nc1nc(NCc2ccco2)nc(Nc2cccc(F)c2)c1[N+](=O)[O-]` gave OXTR potentiator 14, V1R ag counter 0.7, M1 ag parental 0.4, CHO parental Ca -21, CHRM1 agonist -1, CHO-K1 Ca antag -7, TAAR1 antag -38, TAAR1 agonist 6 and CHO-K1 Ca PAM 19.
Screening O=[N+]([O-])c1cc(-c2csc(NCCc3nc4cc(Cl)c(N5CCCCC5)cc4n3CCCO)n2)ccc1Cl returned OXTR potentiator -5, V1R ag counter -0.9, M1 ag parental -0.3, CHO parental Ca -13, CHRM1 agonist -1, CHO-K1 Ca antag 1, TAAR1 antag 2, TAAR1 agonist 3 and CHO-K1 Ca PAM -16.
For COc1ccccc1CNC(=O)c1ccc(SC)cc1OC the results were OXTR potentiator -6, V1R ag counter -1.6, M1 ag parental 0.3, CHO parental Ca -35, CHRM1 agonist -8, CHO-K1 Ca antag -11 and CHO-K1 Ca PAM 14.

Pulled by structure from the entries so far:
Screening CCCCOC(=O)CCNc1n[nH]c(=O)[nH]c1=O returned OXTR potentiator -11, V1R ag counter -0.6, M1 ag parental 0.6, CHO parental Ca 0, CHRM1 agonist -2, CHO-K1 Ca antag -6, TAAR1 antag 0, TAAR1 agonist 14 and CHO-K1 Ca PAM 20.
`Cc1ccc(OCCC(=O)OCC(=O)Nc2c(C)nn(-c3ccccc3)c2C)cc1` gave OXTR potentiator -2, V1R ag counter 0.6, M1 ag parental 3.6, CHO parental Ca -4, CHRM1 agonist -3, CHO-K1 Ca antag -12, TAAR1 antag 13, TAAR1 agonist 5 and CHO-K1 Ca PAM 3.

Later entries.
For CN(C)NC(=S)NC1CC2CCC1C2 (stereo unspecified) the results were OXTR potentiator -7, V1R ag counter -1.6, M1 ag parental 0.1, CHO parental Ca -1, CHRM1 agonist -4, CHO-K1 Ca antag -8, TAAR1 antag -26, TAAR1 agonist 1 and CHO-K1 Ca PAM 21.
`CCOc1ccc(-n2ccnc(SCC(=O)Nc3ccc(CC)cc3)c2=O)cc1` gave OXTR potentiator -6, V1R ag counter -1.3, M1 ag parental 0.4, CHO parental Ca -7, CHRM1 agonist -4, CHO-K1 Ca antag -5, TAAR1 antag -5, TAAR1 agonist -1 and CHO-K1 Ca PAM 2.
For O=C(COc1ccccc1)NCC1COc2ccccc2O1 (stereo unspecified) the results were OXTR potentiator -11, V1R ag counter 0.3, M1 ag parental 5.2, CHO parental Ca 5, CHRM1 agonist -2, CHO-K1 Ca antag 4, TAAR1 antag 1, TAAR1 agonist -3 and CHO-K1 Ca PAM 3.
Screening Cc1ccc(Nc2ncnc3c2nnn3Cc2ccccc2)cc1 returned OXTR potentiator -5, V1R ag counter -0.4, M1 ag parental 3.2, CHO parental Ca -11, CHRM1 agonist -5, CHO-K1 Ca antag -3, TAAR1 antag -6, TAAR1 agonist -2 and CHO-K1 Ca PAM 20.
Screening COc1ccc(/C=C(/NC(=O)c2ccccc2)C(=O)N/N=C/c2ccc3c(c2)OCO3)cc1OC returned M1 ag parental 3.6, CHRM1 agonist -1, CHO-K1 Ca antag -29, TAAR1 antag 25, TAAR1 agonist 6 and CHO-K1 Ca PAM 18.
Screening COc1cccc(NC(=S)NC2CC3CCCC(C2)N3C2CCCC2)c1 (stereo unspecified) returned OXTR potentiator -17, V1R ag counter -0.7, M1 ag parental 0.0, CHO parental Ca -29, CHRM1 agonist -16, CHO-K1 Ca antag -14, TAAR1 antag 5, TAAR1 agonist 9 and CHO-K1 Ca PAM -4.
For COc1ccc(NC(=O)c2ccco2)cc1NC(=O)c1c(OC)cccc1OC the results were OXTR potentiator -8, V1R ag counter -0.5, M1 ag parental 1.1, CHO parental Ca -16, CHRM1 agonist -1, CHO-K1 Ca antag -17, TAAR1 antag 3, TAAR1 agonist 5 and CHO-K1 Ca PAM -4.
COc1ccc(/C=C2\N=C(c3c(-c4ccccc4)noc3C)OC2=O)cc1OC was read as OXTR potentiator 6, V1R ag counter -1.1, M1 ag parental 0.5, CHO parental Ca 0, CHRM1 agonist -3, CHO-K1 Ca antag -15, TAAR1 antag 5, TAAR1 agonist 4 and CHO-K1 Ca PAM 8.
For Cc1cccc(C)c1OCc1cc(C(=O)N2CCN(Cc3nccn3C)CC2)no1 the results were OXTR potentiator -5, V1R ag counter 1.9, M1 ag parental 1.6, CHO parental Ca -12, CHRM1 agonist -5, CHO-K1 Ca antag -7, TAAR1 antag 4, TAAR1 agonist 2 and CHO-K1 Ca PAM 1.
`COc1ccc(NC(=O)CNS(=O)(=O)c2ccc3nc(C)sc3c2)c(OC)c1` gave OXTR potentiator -5, V1R ag counter -0.7, M1 ag parental 0.7, CHO parental Ca -5, CHRM1 agonist -3, CHO-K1 Ca antag -15, TAAR1 antag 4, TAAR1 agonist 21 and CHO-K1 Ca PAM 25.
For Fc1ccccc1CSc1ncnc2c1oc1ccccc12 the results were OXTR potentiator -1, V1R ag counter -0.4, M1 ag parental 0.3, CHO parental Ca -17, CHRM1 agonist -6, CHO-K1 Ca antag -9, TAAR1 antag -1, TAAR1 agonist 7 and CHO-K1 Ca PAM 8.
`CC1(Cc2cccc(C(N)=O)c2)C(=O)Nc2c(Cl)cccc21` (stereo unspecified) gave M1 ag parental 0.3, CHRM1 agonist 1, CHO-K1 Ca antag -7, TAAR1 antag -10, TAAR1 agonist 3 and CHO-K1 Ca PAM 12.
